From PubChem BioAssay
TLR4 MyD88 comp: inhibitors of human TLR4-MyD88 binding | O00206+Q99836 | HeLa CL3-4 TLR4/MyD88 BLA complementation, FRET ratio | inhibition, % at 8.4 µM | hit rate 0.18% among 200,000 | AID 861; in the data active = inhibition above about 25%;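 note: 0% = vehicle and 100% = reference inhibitor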
STAT1 blocker: inhibitors of IFN-gamma induced STAT1 signaling; NIH 3T3 STAT1-luciferase reporter, luminescence; hit rate 0.35% among 200,000; inhibition, % at 5.5 µM;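 active = inhibition above a set limit, the mean inhibition across all tested compounds plus 3 SD, cut at about 34% in these data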;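 note: 0% = IFN-gamma with DMSO and 100% = IFN-gamma with 300 µM nifuroxazide; values of inactives mirror those of a sister screen read the other way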
RAM network inh: blocks the yeast RAM network. S. cerevisiae dse1pr::URA3 reporter, 5-FOA growth OD615, 2 d; analog-sensitive cbk1-as2 kinase mutant strain. inhibition, % at 50 µM. hit rate 1.8% among 190,000. AID 868;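 active = inhibition above a set limit, 3 SD over mean compound inhibition, cut at about 8.4% in these data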;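 note: 0% = DMSO-only wells with no growth and 100% = 10 µM 1-NA-PP1 full growth; inhibition rescues growth on 5-FOA so higher OD means more RAM inhibition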
S1P3 antagonist: S1P3 (human) receptor antagonism; inhibition, % at 4.98 µM; hit rate 0.27% among 170,000; AID 485; CHO S1P3 NFAT-BLA reporter, FRET fluorescence, antagonist mode; Q99500;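 active = inhibition above the plate cutoff, the mean inhibition of test wells on that plate plus 3 SD, cut at about 28% in these data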;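 note: cells challenged with S1P at its EC80 of 0.8 µM; blue over green emission ratio from cleaved BLA substrate after 4 h stimulation; 0% = S1P-stimulated wells and 100% = unstimulated DMSO-only wells; some compounds past the cut are filed as inactive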
Target sequence (Q99500 whole entry, looked up): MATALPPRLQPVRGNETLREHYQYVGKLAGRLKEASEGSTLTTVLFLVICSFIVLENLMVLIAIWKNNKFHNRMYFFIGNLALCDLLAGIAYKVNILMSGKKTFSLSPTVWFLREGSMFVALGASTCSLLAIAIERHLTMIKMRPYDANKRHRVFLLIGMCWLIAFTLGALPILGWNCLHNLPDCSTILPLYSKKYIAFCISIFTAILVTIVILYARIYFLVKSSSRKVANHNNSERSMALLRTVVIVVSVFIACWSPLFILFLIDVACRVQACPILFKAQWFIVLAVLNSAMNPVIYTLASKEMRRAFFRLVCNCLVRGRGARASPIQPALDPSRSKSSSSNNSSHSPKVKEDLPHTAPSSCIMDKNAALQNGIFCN
PPARg SRC-1 ag: PPARgamma-driven SRC-1 recruitment agonism. PPARgamma-SRC-1 coactivator recruitment biochemical assay. hit rate 0.41% among 200,000. activation, % at 8 µM. P37231. AID 631; in the data active = activation above about 19%;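 note: 0% = DMSO and 100% = reference agonist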
PPARg SRC2 recr: PPARgamma-driven SRC-2 recruitment agonism. activation, % at 8 µM. hit rate 0.34% among 200,000. PPARgamma LBD-SRC-2 recruitment, biochemical. P37231; in the data active = activation above about 22%;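 note: 0% = vehicle and 100% = reference agonist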
STAT3 blocker: reduces IL-6 driven STAT3 reporter signal; U3A cells, IL-6 STAT3-luciferase reporter, luminescence; host cell line lacks STAT1; inhibition, % at 5.5 µM; hit rate 0.89% among 190,000; AID 862;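 active = inhibition above the mean inhibition across all screened compounds plus 3 SD, cut at about 44% in these data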;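 note: 0% = DMSO only wells and 100% = 100 µM nifuroxazide control wells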
STAT3 act: increases IL-6 driven STAT3 reporter signal | U3A cells, IL-6 STAT3-luciferase reporter, luminescence; 100% = signal with IL-6 EC80 alone | activation (% of control), % at 5.6 µM | hit rate 0.91% among 190,000;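 active = activation above the screen-wide mean of compound activation plus 3 SD, cut at about 130% in these data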;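 note: 0% = background luminescence of wells with medium and substrate only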
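Detection: reporter luminescence signal / Assay system: STAT1-lacking human U3A cells, STAT3 luciferase reporter / Incubation: compound pre-incubation 1 h before IL-6, then 6 h stimulation at 37 °C / Control set: IL-6-only high control / Read-out: % activation relative to IL-6 control / Probe or stimulus: Interleukin-6, 33 ng/mL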
SRC2 TRFRET art: counter-screen for PPARgamma SRC-2 recruitment agonists: TR-FRET artefact; stronger effect = higher value; TR-FRET ratio at 8 µM; hit rate 0.4% among 200,000; AID 1049; in the data active = TR-FRET ratio above about 2000; note: inactives centre near 1500
ROMK mod: human ROMK K+ channel modulation, primary screen; P48048; Tet-inducible ROMK, thallium flux fluorescence; actives lie on both sides; B-score at 10 µM; hit rate 2% among 130,000; AID 1918;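 active = signal ratio slope over the read window, or its plate-corrected B-score, at least 3 SD from the plate mean, either direction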;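 note: B-score of the F/F0 ratio slope over 7 to 12 s after thallium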
Target sequence (P48048 whole entry, looked up): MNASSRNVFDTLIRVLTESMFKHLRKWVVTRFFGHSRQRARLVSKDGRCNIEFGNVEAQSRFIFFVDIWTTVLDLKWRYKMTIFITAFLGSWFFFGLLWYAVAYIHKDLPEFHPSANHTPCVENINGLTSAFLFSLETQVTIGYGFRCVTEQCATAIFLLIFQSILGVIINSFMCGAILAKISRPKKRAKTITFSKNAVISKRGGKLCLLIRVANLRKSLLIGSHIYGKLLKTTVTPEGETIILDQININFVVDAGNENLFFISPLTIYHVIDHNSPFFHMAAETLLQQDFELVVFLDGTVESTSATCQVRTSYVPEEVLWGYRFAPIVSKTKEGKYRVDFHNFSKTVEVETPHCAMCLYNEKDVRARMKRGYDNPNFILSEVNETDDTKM
PPARg SRC-3 ag: PPARgamma-driven SRC-3 recruitment agonism | P37231 | biochemical PPARgamma/SRC-3 coactivator recruitment assay | activation, % at 8 µM | hit rate 0.26% among 200,000 | AID 731; in the data active = activation above about 23%;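 note: 0% = DMSO and 100% = reference agonist; some compounds past the cut are filed as inactive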
Active calls of the source: *; / = no result given.

No.	canonical_smiles	ROMK mod	PPARg SRC-3 ag	STAT1 blocker	STAT3 blocker	RAM network inh	S1P3 antagonist	PPARg SRC-1 ag	SRC2 TRFRET art	PPARg SRC2 recr	TLR4 MyD88 comp	STAT3 act
1	Cc1ccc(C)c(/C=N/NC(=S)NCCc2ccccc2)c1	/	1	-4	16	6.1	/	0	1375	2	-1	92
2	Cc1ccc2nc(Nc3nc(CSc4nnc(C)s4)cc(=O)[nH]3)nc(C)c2c1	-1	2	-40	9	1.2	-8	-4	1540	-2	-11	94
3	Clc1cccc(CN2CCCCCCC2)c1Cl	/	-3	-1	-2	1.8	-2	9	1506	8	2	97
4	CC1CCN(c2c(NCc3ccc(C(=O)NCc4ccco4)cc3)c(=O)c2=O)CC1	-0.13	3	0	3	3.3	-12	9	1561	20	3	97
5	COC(=O)NNC(=S)NCc1ccccc1	-0.21	5	2	3	1.7	-13	12	1487	-2	11	100
6	CN(C(=O)CCCN1C(=O)c2cccc3cccc(c23)C1=O)c1ccccc1	/	0	2	-2	1.4	-8	-2	1649	-1	15	101
7	O=C(O)c1ccccc1-c1ccccc1C(=O)NCc1cccc(C(F)(F)F)c1	1	-2	-1	-4	1.1	-5	2	1597	-3	10	108
8	CC(C)(C)C(=O)Nc1ccc(Sc2ccc([N+](=O)[O-])cc2)cc1	0.065	7	15	30	3.8	-7	10	1493	0	-3	77
9	CCCN1C(=O)/C(=C\c2nc3ccccc3c(=O)[nH]2)c2ccccc21	-0.76	-2	-4	12	2.1	-16	6	1386	6	-1	91
10	COc1cccc(NC(=O)CN(c2ccc([N+](=O)[O-])cc2)S(=O)(=O)c2ccccc2)c1	/	4	0	-6	5.2	12	0	1627	-10	6	104
11	CCOc1cc(NC(=S)NC)c(OCC)cc1NC(=O)c1ccco1	/	6	-1	-7	2.2	3	7	1674	-3	0	105
12	CCSc1nnc(NC(=O)Cn2cnc3c2c(=O)n(C)c(=O)n3C)s1	1.2	1	-10	-1	3.4	-15	11	1345	-4	-5	108
13	CN1CC(=O)N(CCOc2ccccc2)C1=O	/	0	0	6	3.1	-5	8	1677	-1	-11	100
14	O=C(Nc1ccc2c(c1)OCCO2)NC1CCCCC1	-0.1	-14	-32	21	0.5	2	0	1488	-2	1	85
15	Cc1ccc(CSc2nc3sc(C)c(C)c3c(=O)n2Cc2ccco2)cc1	/	0	7	17	17*	/	-5	1637	5	-5	95
16	COc1ccccc1NC(=O)/C(C#N)=C/c1cc([N+](=O)[O-])ccc1N1CCCC1	/	2	-1	-6	3.7	-24	5	1490	8	-5	104
17	CC(=O)Nc1cccc(N2C(=O)CC(Cc3ccccc3)C2=O)c1 (stereo unspecified)	/	-5	-4	7	0.5	-8	-5	1376	6	14	100
18	CCCCC(=O)NC(=S)Nc1ccccc1C(=O)Nc1ccccc1	1.1	7	4	6	4.3	/	-2	1649	3	-15	101
19	Cc1cc(C(=O)N2CCN(c3ccccc3)CC2)no1	/	3	-9	17	0.6	3	5	1653	6	-2	94
20	COc1cc(C2C(C#N)=C(C)NC3=C2C(=O)CC(C)(C)C3)cc(OC)c1O (stereo unspecified)	0.8	8	-3	-2	-0.6	-9	5	1650	2	1	103

Record cards, from the list above. Order of screens: ROMK mod, PPARg SRC-3 ag, STAT1 blocker, STAT3 blocker, RAM network inh, S1P3 antagonist, PPARg SRC-1 ag, SRC2 TRFRET art, PPARg SRC2 recr, TLR4 MyD88 comp, STAT3 act
COc1cc(C2C(C#N)=C(C)NC3=C2C(=O)CC(C)(C)C3)cc(OC)c1O (stereo unspecified) is listed as 0.8, 8, -3, -2, -0.6, -9, 5, 1650, 2, 1, 103
CCCN1C(=O)/C(=C\c2nc3ccccc3c(=O)[nH]2)c2ccccc21 is listed as -0.76, -2, -4, 12, 2.1, -16, 6, 1386, 6, -1, 91

Continuation:
No.	canonical_smiles	ROMK mod	PPARg SRC-3 ag	STAT1 blocker	STAT3 blocker	RAM network inh	S1P3 antagonist	PPARg SRC-1 ag	SRC2 TRFRET art	PPARg SRC2 recr	TLR4 MyD88 comp	STAT3 act
21	CCN(CC)CCCNC(=O)c1sc2ncn(CC(=O)Nc3ccc(C)c(Cl)c3)c(=O)c2c1C	-1.4	-1	-22	-16	2.9	-8	8	1555	2	-3	115
22	Cc1ccc(Cn2cccc(NC(=O)NC3CCCCC3)c2=O)cc1	/	4	2	13	2.1	/	3	1575	-6	10	92
23	COc1ccc(C(=O)N(CCCO)C(C)C(=O)NC2CCCCC2)cc1OC (stereo unspecified)	0.71	0	-2	-2	0.6	-30	12	1721	-1	13	104
24	CCC(C)(C)n1nnnc1C(c1ccc(C)cc1)N1CCCC1 (stereo unspecified)	/	3	0	8	0.6	11	1	1520	16	-2	96
25	COc1cccc2c1OCC(C(=O)O)C2 (stereo unspecified)	0.12	2	-5	0	0.0	-7	6	1470	-6	-6	102
26	COc1ccc(S(=O)(=O)N2CC(O)CC2C(=O)OCC(=O)Nc2ccc(Cl)cn2)cc1 (stereo unspecified)	-1.2	3	1	-6	0.3	-25	7	1508	7	-3	107
27	C#CCSc1nc(-c2cccs2)ccc1C#N	/	2	-2	-12	6.4	4	4	1523	4	1	112
28	S=C(Nc1ccccc1)N1CCCCCCC1	0.16	3	-7	-5	1.7	-11	10	1370	2	-10	106
29	CC(=O)c1ccc(NC(=O)N2CCc3ccccc3C2)cc1	0.6	-4	-26	13	-0.7	0	2	1726	4	1	94
30	Cc1ccc2cc(CN(CCCN(C)C)C(=O)NCc3ccccc3)c(=O)[nH]c2c1C	/	5	3	11	-0.8	-4	1	1648	2	-16	94
31	c1ccc2c(c1)oc1c(NCCN3CCOCC3)ncnc12	/	-7	2	1	0.5	-14	4	1318	9	-3	102
32	NS(=O)(=O)c1ccc(CCNC(=O)C2CCN(S(=O)(=O)c3ccccc3)CC2)cc1	-0.38	1	-7	12	2.2	-22	8	1619	7	-4	95
33	Cc1ccccc1C(=O)NC(NCc1ccco1)C(Cl)(Cl)Cl (stereo unspecified)	/	8	-5	11	0.9	/	9	1475	2	-1	95
34	O=C(/C=C/c1ccc(Cl)cc1)NC(=S)Nc1ccc(N2CCOCC2)c(Cl)c1	-0.41	0	2	-4	2.8	7	3	1444	-5	2	106
35	CC(C)c1ccc(N(CC(=O)NN=C2CCN(C)CC2)S(=O)(=O)c2ccccc2)cc1	-1.2	-3	-2	2	0.2	-1	0	1664	1	5	108
36	O=c1cc(CN2CCN(S(=O)(=O)c3ccc4c(c3)OCCO4)CC2)c2ccc(O)cc2o1	1	9	11	-7	-0.4	/	0	1746	11	-4	106
37	Cc1ccc(S(=O)(=O)c2nc(-c3cccs3)oc2NCCCN(C)C)cc1	-0.52	2	0	-7	-0.4	4	-1	1369	-4	14	111
38	O=C(COC(=O)C1CCN(S(=O)(=O)c2cccc3cccnc23)CC1)c1ccc(F)cc1	/	-1	3	14	1.9	/	-2	1654	3	-6	97
39	Cc1ccc2c(c1)CCCN2C(=O)c1c(C)noc1C	/	0	2	7	-0.1	1	3	1517	0	13	96
40	N#Cc1c(/N=C/c2ccco2)oc(-c2ccccc2)c1-c1ccccc1	-0.68	3	2	6	1.3	15	2	1634	11	-6	97
41	O=C(O)C1C2C=CC(C2)C1C(=O)Nc1ccc(C(=O)N2CCCCC2)cc1 (stereo unspecified)	1	-8	-4	-5	2.5	4	2	1515	12	7	107
42	CC1(C)CC(Cc2nc(=S)[nH][nH]2)C(=O)O1 (stereo unspecified)	0.032	3	10	14	0.0	9	-3	1351	6	11	97
43	COc1ccccc1C(OC(=O)c1cccs1)C(=O)NCC1CCCO1 (stereo unspecified)	/	-5	0	8	1.4	/	1	1465	8	1	96
44	Cc1ccc2nc(-c3ccc(SCC(=O)Nc4nnc(C)s4)nc3)[nH]c2c1	/	4	-26	-2	3.0	3	2	1507	10	-17	100
45	Nc1nn(-c2ccccc2)nc1C(=O)OCc1ccccc1F	/	2	-12	18	6.7	-2	-8	1398	-3	4	88
46	S=c1[nH]nc(CSc2nc3ccccc3s2)o1	0.87	2	10	-43	-1.0	-5	7	1509	-5	-10	142*
47	S=C(Nc1ccc(Cl)cc1Cl)N1CCCCC1	/	1	-3	-15	0.7	3	2	1616	2	-9	113
48	O=C(C(Cc1ccccc1)n1cccc1)N1CCN(c2ncccn2)CC1 (stereo unspecified)	/	-6	2	20	1.6	-14	-1	1621	-12	3	90

Random excerpt: 4 records from the list, in no set order.
No.	canonical_smiles	ROMK mod	PPARg SRC-3 ag	STAT1 blocker	STAT3 blocker	RAM network inh	S1P3 antagonist	PPARg SRC-1 ag	SRC2 TRFRET art	PPARg SRC2 recr	TLR4 MyD88 comp	STAT3 act
48	O=C(C(Cc1ccccc1)n1cccc1)N1CCN(c2ncccn2)CC1 (stereo unspecified)	/	-6	2	20	1.6	-14	-1	1621	-12	3	90
46	S=c1[nH]nc(CSc2nc3ccccc3s2)o1	0.87	2	10	-43	-1.0	-5	7	1509	-5	-10	142*
45	Nc1nn(-c2ccccc2)nc1C(=O)OCc1ccccc1F	/	2	-12	18	6.7	-2	-8	1398	-3	4	88
43	COc1ccccc1C(OC(=O)c1cccs1)C(=O)NCC1CCCO1 (stereo unspecified)	/	-5	0	8	1.4	/	1	1465	8	1	96
